# Bioassay records (PubChem)
# MsrA inhibitor = inhibits bovine methionine sulfoxide reductase A; purified bovine MsrA, absorbance read-out; inhibition, % at 15.5 µM; actives 0.75% (n = 360,000); in the data active means inhibition above about 4.5%;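 further: 0% = vehicle wells with enzyme and 100% = reference inhibitor wells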
# PABP1 MLLE inh = blocks PAM2 peptide binding to the PABP1 MLLE domain; P11940; GST-MLLE / FITC-PAM2 fluorescence polarization; inhibition, % at 20 µM; actives 0.36% (n = 360,000); AID 588489; in the data active means inhibition above about 35%, passing the limit was not always enough;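 further: plate controls were DMSO wells with GST-MLLE for no effect and wells lacking GST-MLLE protein for full effect; some results filed as inactive read as strong as hits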
# E coli Lon inh = inhibitors of E. coli Lon protease. P0A9M0. purified E. coli Lon protease, fluorescence polarization. inhibition, % at 7.94 µM. actives 0.42% (n = 360,000). AID 602123; in the data active means inhibition above about 13%, passing the limit was not always enough;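 further: 0% = enzyme with probe and DMSO and 100% = no enzyme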
# Rpn11 block = inhibitors of human proteasome Rpn11. O00487. human 26S proteasome, Ub4-pepOG fluorescence polarization; 20S core pre-blocked with epoxomicin. calls only at 20 µM. actives 0.59% (n = 360,000). AID 588493;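 active means inhibition at 20 µM, scaled to each plate's controls, above about 33%, limit read from the data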
# Target sequence (O00487 whole entry, looked up): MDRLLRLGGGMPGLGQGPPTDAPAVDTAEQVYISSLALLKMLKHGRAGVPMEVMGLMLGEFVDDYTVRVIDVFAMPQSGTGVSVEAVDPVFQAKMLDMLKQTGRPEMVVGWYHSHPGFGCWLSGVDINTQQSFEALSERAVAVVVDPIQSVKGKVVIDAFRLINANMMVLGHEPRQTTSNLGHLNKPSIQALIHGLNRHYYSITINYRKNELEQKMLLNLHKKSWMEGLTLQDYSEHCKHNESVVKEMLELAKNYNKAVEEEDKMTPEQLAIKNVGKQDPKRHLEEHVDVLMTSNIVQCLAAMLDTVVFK
# bovine MsrA act = activators of bovine methionine sulfoxide reductase A | activation, % at 10.6 µM | actives 0.3% (n = 360,000) | purified bovine MsrA, absorbance read-out; in the data active means activation above about 7.5%;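 further: 0% = vehicle and 100% = reference activator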
# CSN inh = CSN deneddylation inhibition; Purified CSN, SCF-Nedd8-OG deneddylation, fluorescence polarization; inhibition, % at 12.5 µM; actives 0.38% (n = 360,000);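 active means pattern-corrected inhibition above about 35%, with an unprinted fluorescence ratio check between 0.5 and 1.5, limit read from the data, passing the limit was not always enough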;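 further: 0% = enzyme with substrate and 100% = substrate without enzyme; some results filed as inactive read as strong as hits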
# Target sequence (Q92905 whole entry, looked up, one chain of several): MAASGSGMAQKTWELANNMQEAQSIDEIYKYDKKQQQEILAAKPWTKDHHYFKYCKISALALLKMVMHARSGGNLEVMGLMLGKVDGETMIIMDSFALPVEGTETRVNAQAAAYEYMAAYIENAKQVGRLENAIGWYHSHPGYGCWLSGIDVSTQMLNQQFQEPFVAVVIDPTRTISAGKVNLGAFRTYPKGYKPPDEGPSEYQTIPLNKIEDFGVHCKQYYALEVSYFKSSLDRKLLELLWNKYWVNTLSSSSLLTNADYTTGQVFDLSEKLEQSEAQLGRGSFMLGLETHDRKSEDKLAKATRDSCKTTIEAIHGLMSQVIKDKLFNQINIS
#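 test system = HEK293T-derived human Csn5 enzyme | amount = 0.24 nM Csn5 enzyme, final concentration | medium = Tris/NaCl/DTT buffer, pH 7.5 | schedule = 90 min reaction at room temperature | signal = FP | evaluation = inhibition of Csn5 cleavage, % | compound dosing = single dose of 12.5 µM compound with 0.25% DMSO | probe or stimulus = 10 nM SCFSkp2-Nedd8OG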
# Rin1 Abl inh = inhibitors of human Rin1-Abl protein interaction | P00519+Q13671 | TR-FRET Rin1/Abl binding, biochemical | inhibition, % at 7.35 µM | actives 0.4% (n = 360,000) | AID 588664; in the data active means inhibition above about 5%, passing the limit was not always enough
# FAS TE block = blocks the thioesterase domain of human fatty acid synthase | recombinant FAS-TE, OMFH fluorogenic substrate, fluorescence endpoint | AID 602261 | P49327 | inhibition, % at 15 µM | actives 0.67% (n = 360,000);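 active means compounds whose normalised, plate-corrected inhibition of enzyme fluorescence in the single-dose primary screen is 50% or more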;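 further: 0% = DMSO with enzyme and 100% = substrate without enzyme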
# MT1-MMP act inh = blocks activation of human MT1-MMP; P50281; HT1080 RFP-PRO-GFP cells, GFP/RFP ratio fluorescence, overnight; percent of plate control window, DMSO zero; GFP/RFP ratio change, % at 20 µM; actives 0.061% (n = 360,000);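 active means GFP/RFP ratio change of at least 30% with cell ATP level not reduced by more than half and red fluorescence within 50% of control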; further: strong numbers were not always called active
#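 Assay system: RFP-PRO-GFP reporter HT1080 cells; read-out basis: GFP/RFP fluorescence ratio; benchmarks: DMSO wells and RFP-L50D-GFP cells; doses: 20 µM single dose, 1% DMSO; schedule: overnight cell settling, then overnight compound exposure, 37 °C, 5% CO2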
# Active calls of the source: *; i = inactive; . = not tested or not shown.
SMILES,MsrA inhibitor,PABP1 MLLE inh,E coli Lon inh,Rpn11 block,bovine MsrA act,CSN inh,Rin1 Abl inh,FAS TE block,MT1-MMP act inh
CCOc1ccc(/C(O)=C2/C(=O)C(=O)N(Cc3cccnc3)C2c2ccc(N(C)C)cc2)c(C)c1 (stereo not given),3.0,4,3,i,-6,5,0,-6,4
CC(=O)NC(CCS(C)(=O)=O)C(=O)Nc1ccccc1Cl (stereo not given),0.4,3,-2,i,0,9,-1,-6,0
COc1cc(NS(=O)(=O)c2ccc(Cl)cc2)c(C(=O)O)cc1OC,-0.5,-10,-8,i,-4,-5,2,-5,4
COc1ccccc1CC(NC(C)=O)C(=O)NC1CCN(C(=O)c2ccc(C)cc2)CC1 (stereo not given),-0.2,-9,-5,i,-2,-1,0,-6,1
O=C(C[n+]1cccc(/C=N/O)c1)N1CCCc2ccccc21,-1.2,12,-5,i,3,0,1,-8,2
COc1ccc(CN2C(=O)CCC2(C)c2nc3ccccc3[nH]2)cc1 (stereo not given),0.1,-3,-10,i,-5,-1,3,-6,4
O=C1Nc2ccccc2N(C(=O)c2c(F)cccc2F)C1c1nc2ccccc2[nH]1 (stereo not given),1.3,.,1,.,-3,-3,.,-5,5
CCOC(=O)C1CCN(c2c(-c3ccccc3)c3cc(Cl)ccc3[nH]c2=O)CC1,0.2,-33,-4,i,-7,11,2,3,-8
Cc1cc(NC(=O)COC(=O)c2c(C)c(C)c(C)c(C)c2C)no1,0.3,0,-1,i,2,1,1,-1,-1
Cc1cc(-c2ccccc2)nc(SCC(=O)c2cccc([N+](=O)[O-])c2)n1,-0.2,2,-2,i,1,-2,1,44,-4
CC1CCC(NC(=O)CCn2ccc3cc(S(=O)(=O)N4CCCC4)ccc32)CC1 (stereo not given),-1.2,-2,-2,i,-9,7,-2,-2,-1
COc1ccccc1CNC(=O)COC(=O)CC1CC2CCC1C2 (stereo not given),0.2,12,0,i,-3,-6,0,1,-2
CCOCCCN1CN(Cc2ccco2)CNC1=S,-0.9,13,-2,i,-4,2,1,-8,2
CN1CCN(C(=O)c2ccc(-c3cnc4cccnn34)cc2)CC1,1.8,-3,-16,i,-2,1,-3,-1,-9
COCCNC(=O)c1ccccc1NC(=O)C1COc2ccccc2O1 (stereo not given),-0.8,-11,-6,i,-2,0,1,-8,1
CCN(CC)c1ccc(S(=O)(=O)N2CCOCC2)cc1NC(=O)CSc1cccc[n+]1[O-],-0.5,29,-6,i,3,-14,-1,-34,-3
Cc1ccc2c(=O)n3c(nc2c1)C(Cc1ccccc1)NC(=O)c1cccnc1-3 (stereo not given),-0.6,2,2,i,-3,5,1,-6,-2
CCOc1ccc(-c2nc(C#N)c(N3CCN(Cc4ccccc4)CC3)o2)cc1,0.0,-5,-2,i,-7,5,3,24,0
COC(=O)C(O)(CC(=O)Nc1ccccc1OC)C(F)(F)F (stereo not given),0.4,-3,6,i,-8,0,-3,-5,1
CC(C)CCNC(=O)c1cc(S(=O)(=O)N2CCc3ccccc32)cn1C,-0.3,-15,11,i,0,3,3,13,4
Cc1ccc(S(=O)(=O)Nc2cc(C(=O)Nc3cc(C)cc(C)c3)ccc2Cl)cc1,-0.8,8,-2,i,-3,1,0,19,5
COc1ccc(NC(=S)N(CCCN2CCOCC2)Cc2cn(C)c3ccccc23)cc1,0.1,-37,-14,i,-1,-7,0,0,8
Clc1ccc(/C=N/NC(=Nc2ccccc2)c2ccccn2)c(Cl)c1,1.2,-16,1,i,2,1,-1,9,2
C/C(=N\NC(=O)c1cc(C)nc2ccc(C)cc12)c1ccncc1,0.8,-3,2,i,-3,-1,-1,-4,-5
CCCCN(C=O)c1c(CC)nc2ccc(C(=O)N(C)Cc3ccccc3)cn12,0.6,3,-6,i,-1,-3,-2,-4,-1
CCOc1ccc(NC(=O)c2ccc3c(c2)N(Cc2ccc(F)cc2)C(=O)CS3=O)cc1 (stereo not given),-0.4,-10,3,i,-3,2,-1,3,4
CCCc1cc(=O)oc2c3c(cc(OCC(=O)NCc4ccncc4)c12)OC(C)(C)CC3,1.7,7,6,i,-10,1,-5,-3,5
COc1ccccc1N1CCN(/N=C/C=C\c2ccccc2[N+](=O)[O-])CC1,1.1,13,0,i,-9,-6,3,13,7
CCc1ccc(-n2c(SCC(=O)N3CCC(C(=O)O)CC3)nnc2-c2ccncc2)cc1,-0.1,-4,5,i,-5,0,-3,2,1
O=C(C=Cc1ccccc1O)c1ccccc1O,1.6,0,-4,i,0,10,0,-2,-6

# Rewritten bar-delimited: part of the list above.
Structure | MsrA inhibitor | PABP1 MLLE inh | E coli Lon inh | Rpn11 block | bovine MsrA act | CSN inh | Rin1 Abl inh | FAS TE block | MT1-MMP act inh
CCc1ccc(-n2c(SCC(=O)N3CCC(C(=O)O)CC3)nnc2-c2ccncc2)cc1 | -0.1 | -4 | 5 | i | -5 | 0 | -3 | 2 | 1
O=C(C=Cc1ccccc1O)c1ccccc1O | 1.6 | 0 | -4 | i | 0 | 10 | 0 | -2 | -6
COc1ccc(NC(=S)N(CCCN2CCOCC2)Cc2cn(C)c3ccccc23)cc1 | 0.1 | -37 | -14 | i | -1 | -7 | 0 | 0 | 8
CCCCN(C=O)c1c(CC)nc2ccc(C(=O)N(C)Cc3ccccc3)cn12 | 0.6 | 3 | -6 | i | -1 | -3 | -2 | -4 | -1

# Following part:
SMILES,MsrA inhibitor,PABP1 MLLE inh,E coli Lon inh,Rpn11 block,bovine MsrA act,CSN inh,Rin1 Abl inh,FAS TE block,MT1-MMP act inh
CC(Oc1ccc(Cl)cc1)C(=O)Nc1ccc(S(=O)(=O)Nc2nccs2)cc1 (stereo not given),-0.4,14,-3,i,-2,-5,3,-3,1
COc1ccc(NS(=O)(=O)c2cccc(C(=O)NCCc3ccc(S(N)(=O)=O)cc3)c2)cc1,0.2,-4,2,i,-3,0,2,-4,-2
CC(C)(C)CC(=O)Nc1cc2c3c(c1)CCC(=O)N3CCC2,1.4,-2,1,i,-2,-8,-4,-5,-2
Cc1ccc(NC(=O)c2ccc(S(=O)(=O)C(F)F)cc2)c(C)c1,-1.1,5,8,i,-7,-3,0,-2,4
O=[N+]([O-])c1ccc(N/N=C/c2ccccc2)cc1,-1.1,-48,-44,i,-4,7,-3,22,-11
[N-]=[N+]=NC[C@H](Cc1ccccc1)N1CC[C@@H](OCc2ccccc2)CCC1=O,0.5,3,3,i,-6,3,4,-4,-1
N/C(Cc1ccccc1Sc1ccccc1)=N\O,-1.1,-9,-8,i,-5,1,3,-22,1
Fc1c(F)c(C(F)(F)F)c(F)c(F)c1N1CCN(c2ccc3nnc(C(F)(F)F)n3n2)CC1,-0.8,-4,-11,i,-1,5,6,16,27
O=C(c1cc(-c2ccccc2)nc2ccccc12)N1CCc2ccccc2C1,0.2,-4,-2,i,-3,3,3,22,0
COCc1cc(=O)n2[nH]c(C(C)(C)C)cc2n1,1.4,-2,-2,i,5,-5,-1,-3,0
CCOc1ccc(-c2noc(CCC(=O)NCC3CCCO3)n2)cc1OC (stereo not given),-0.7,-12,11,i,-6,-3,3,-6,2
Cc1ccc(C(=O)O)cc1NC(=S)NC(=O)c1ccc([N+](=O)[O-])cc1Cl,0.6,21,-5,i,-3,-8,-2,-6,2
O=C(c1cc2c([nH]c1=O)CCCC2)N1CCc2c([nH]c3ccccc23)C1c1ccccc1F (stereo not given),0.5,1,3,i,-3,12,2,6,-3
COCCCNC(=O)CN(Cc1ccc(Cl)cc1)S(C)(=O)=O,-0.7,-8,-9,i,-1,2,1,-4,2
CCn1c2ccccc2c2cc(CN3CCN(C(=O)c4ccco4)CC3)ccc21,1.3,0,-1,i,-5,1,0,8,-1
CCNC(=S)Nc1cccc(Cl)c1C,0.7,0,9,i,3,0,2,-4,-4
COc1cccc(/C=C2\SC(=S)N(NS(=O)(=O)c3ccccc3)C2=O)c1OC,3.9,5,-8,i,-6,-1,-2,2,-1

# Pulled by compound from above:
SMILES,MsrA inhibitor,PABP1 MLLE inh,E coli Lon inh,Rpn11 block,bovine MsrA act,CSN inh,Rin1 Abl inh,FAS TE block,MT1-MMP act inh
O=C(c1cc2c([nH]c1=O)CCCC2)N1CCc2c([nH]c3ccccc23)C1c1ccccc1F (stereo not given),0.5,1,3,i,-3,12,2,6,-3
CCn1c2ccccc2c2cc(CN3CCN(C(=O)c4ccco4)CC3)ccc21,1.3,0,-1,i,-5,1,0,8,-1

# Some entries already given, limited to MT1-MMP act inh, Rin1 Abl inh and E coli Lon inh.
mol | MT1-MMP act inh | Rin1 Abl inh | E coli Lon inh
COCCCNC(=O)CN(Cc1ccc(Cl)cc1)S(C)(=O)=O | 2 | 1 | -9
CCNC(=S)Nc1cccc(Cl)c1C | -4 | 2 | 9
CCn1c2ccccc2c2cc(CN3CCN(C(=O)c4ccco4)CC3)ccc21 | -1 | 0 | -1

# 3 structures from above, ordered by heavy-atom count, lowest first:
SMILES,MsrA inhibitor,PABP1 MLLE inh,E coli Lon inh,Rpn11 block,bovine MsrA act,CSN inh,Rin1 Abl inh,FAS TE block,MT1-MMP act inh
CCOc1ccc(-c2noc(CCC(=O)NCC3CCCO3)n2)cc1OC (stereo not given),-0.7,-12,11,i,-6,-3,3,-6,2
COc1cccc(/C=C2\SC(=S)N(NS(=O)(=O)c3ccccc3)C2=O)c1OC,3.9,5,-8,i,-6,-1,-2,2,-1
O=C(c1cc2c([nH]c1=O)CCCC2)N1CCc2c([nH]c3ccccc23)C1c1ccccc1F (stereo not given),0.5,1,3,i,-3,12,2,6,-3
